# Bioassay records as filed in PubChem.
# ARNT-TACC3 inh: ARNT/TACC3 interaction disruption; AlphaScreen His-ARNT PAS-B/GST-TACC3 binding, luminescence; TACC3 fragment carries E629A point mutation; inhibition, % at 9.99 µM; Q9Y6A5; AID 623870; 0.66% of 390,000 active;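 active = mean inhibition of replicates at least 50% and at least half of replicates each reaching 50%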;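 note: 0% = complete ARNT plus TACC3 wells and 100% = ARNT alone without TACC3; many hits fall short of the cut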
# Statin myotox sup: suppressors of simvastatin-induced myotoxicity in C2C12 myotubes; ATP luminescence, 48 h; scaled: DMSO 0, geranylgeraniol control 100; rescue of ATP level, % at 7.49 µM; 0.78% of 330,000 active;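 active = mean ATP rescue above about 67%, or every replicate alone reaching that limit, limit read from the data, passing the limit was not always enough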;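 note: myotubes were challenged with 10 µM simvastatin during compound exposure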
# Cneo AK release: Cryptococcus neoformans lysis via adenylate kinase release; C. neoformans lysis, adenylate kinase release luminescence, 4 h; normalised: neutral wells 0, clomiphene wells 100; AID 651654; 0.2% of 360,000 active; lysis activity, % at 15 µM;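 active = mean lysis activity across replicates of at least 80%, whatever share of replicates individually reach that level; inactive = mean lysis activity below 80%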
#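 Schedule: static 4 h at 37 °C with compound, 1 h detection; system: C. neoformans cells; benchmarks: Clomiphene as positive control; buffer or medium: fresh YPD medium; measure: luminescence rise reflecting yeast cell lysis; measured by: luminescent adenylate kinase detection reagent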
# GSIS activator: GLuc luminescence reporter in INS-1E cells, primary screen for activators of glucose-dependent secretion of insulin; 0.61% of 370,000 active; AID 743287; INS-1E GLuc reporter insulin secretion, 2-3 h; activation, % at 16.6 µM;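 active = lowest replicate activation of at least 40%, so every replicate reaches that level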;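 note: 0% = median of neutral control wells and 100% = median of IBMX positive control wells; some compounds called inactive have numbers as strong as hits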
# PGC1a acetyl inh: lowers PGC1a acetylation signal in U2OS cells. AlphaScreen anti-acetyl-lysine; with virally co-expressed GCN5 acetyltransferase. inhibition, % at 15.6 µM. 0.17% of 350,000 active. AID 651687;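 active = every replicate shows inhibition of at least 40%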;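 note: 0% = neutral control wells and 100% = positive control wells; some results beyond the cut were filed as inactive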
# LGR2 inh: blocks bursicon-induced cAMP signaling via Drosophila LGR2; HEK293 LGR2, CRE-luciferase, bursicon-stimulated, 4 h; inhibition, % at 9.99 µM; 0.35% of 380,000 active; AID 720647;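 active = drop in luminescence signal, shown as inhibition above about 50% in the replicate tests, limit read from the data, passing the limit was not always enough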;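 note: agonist challenge used bursicon conditioned medium at about half maximal strength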
# PglD DTNB: inhibitors of Campylobacter jejuni PglD acetyltransferase; purified PglD enzyme, DTNB colorimetric CoA detection; inhibition, % at 12.5 µM; 0.098% of 360,000 active; in the data active = inhibition above about 16%, passing the limit was not always enough; note: strong numbers were not always called active
# PAX8 inh HTS: PAX8 transcriptional activity inhibition; RMG-I TPO-luciferase reporter, SteadyGlo, 24 h; inhibition, % at 12.6 µM; 1.2% of 360,000 active;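 active = mean replicate inhibition at least 60% with every replicate also reaching 60%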;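 note: luciferase light reporting Pax8 driven TPO promoter activity; plate controls were median of neutral control wells for no effect and mitoxantrone controls for full effect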
# Active calls of the source: *; . = no result given; & = joins results of further samples; ! = not active in a repeat. An excerpt. The share of hits here may be higher or lower than overall.
SMILES,ARNT-TACC3 inh,Statin myotox sup,Cneo AK release,GSIS activator,PGC1a acetyl inh,LGR2 inh,PglD DTNB,PAX8 inh HTS
COC(=O)C1=C(c2cccc(C#N)c2)C[C@@H]2CC[C@H]1N2C(=O)NC1CC1,5,-3,8,2,2,5,-3,-7
CC(=O)N1CN2CN(C(C)=O)CC(C(=O)c3ccc(Br)cc3)(C2)C1,1,0,-1,.,1,.,6,.
CCC(C(=O)N1CCC2(CC1)OCCO2)c1ccccc1 (configuration not stated),4,-66,-2,13,-13,-9,2,.
CCOP(=O)(Cc1cc(C(=O)CC)c(C)o1)OCC,.,.,0,13,-12,-14,-3,8
CCCc1nc2ccccc2c(=O)n1-c1cccc(OC)c1,-7,10,1,.,-3,.,0,.
Cc1ccc(N2Cc3ccccc3C2=N)cc1[N+](=O)[O-],0,.,.,22,-7,-12,.,2
CN1C(=O)C(=Cc2ccccc2OCc2ccc(Cl)cc2)C(=O)N(C)C1=O,8,.,.,-2,.,-10,.,-24
CCN(C(=O)COC(=O)Cc1ccccc1)c1c(N)n(Cc2ccccc2)c(=O)[nH]c1=O,-2,-4,-2,16,3,-1,0,-3
O=C1NC(=O)N(c2ccc3c(c2)OCO3)C(=O)/C1=C\c1ccc(-c2ccccc2C(=O)O)o1,0,.,.,-6,7,-4,.,7
CN1CCN(c2cc(N3CCCCCC3)c(F)cc2[N+](=O)[O-])CC1,7,.,.,27,.,-16,.,-2
C[C@H](NC(=O)CCC(=O)N1C[C@H]2C[C@H](C1)c1cccc(=O)n1C2)c1ccccc1,-6,-1,-2,-13,-1,-9,5,.
N#C/C(=C\c1ccc(O)cc1)C(=O)O,-2,-2&-9,-1&0,.,19&-28,13,-2&0,-12&-24

# Compound profiles, as listed above. Screens in order: ARNT-TACC3 inh | Statin myotox sup | Cneo AK release | GSIS activator | PGC1a acetyl inh | LGR2 inh | PglD DTNB | PAX8 inh HTS
# Results for `O=C1NC(=O)N(c2ccc3c(c2)OCO3)C(=O)/C1=C\c1ccc(-c2ccccc2C(=O)O)o1` → 0 | . | . | -6 | 7 | -4 | . | 7
# Results for `CCCc1nc2ccccc2c(=O)n1-c1cccc(OC)c1` → -7 | 10 | 1 | . | -3 | . | 0 | .
# Results for `CN1CCN(c2cc(N3CCCCCC3)c(F)cc2[N+](=O)[O-])CC1` → 7 | . | . | 27 | . | -16 | . | -2

# The results go on:
SMILES,ARNT-TACC3 inh,Statin myotox sup,Cneo AK release,GSIS activator,PGC1a acetyl inh,LGR2 inh,PglD DTNB,PAX8 inh HTS
CCOc1cccc(N2C(=O)CC(=O)NC2=O)c1,.,-7,0,.,-3,.,0,5
CC(C)c1onc(C(=O)N2CCC3(CC2)OCCO3)c1[N+](=O)[O-],0,7,-1,3,1,-8,.,-8
CC(C)CC12CN3CCN(CC(C3)C1O)C2 (configuration not stated),-7,-1,1,.,11,.,-1,0
COc1ccc(Cn2c(N)c(C(=O)NCc3ccco3)c3nc4ccccc4nc32)cc1OC,-5,8,-1,.,-4,.,-11,.
COC(=O)C1=C(c2ccc(OC(F)(F)F)cc2)C[C@@H]2CC[C@H]1N2C(=O)NC1Cc2ccccc2C1,-17,-4,-1,-24,-4,5,3,13
Cc1cccc(C)c1N1CCN(c2c(C)cccc2C)CC1,-15,1,2,-17,-10,14,3,8
O=C(Cc1ccc(N(CCCl)CCCl)cc1)NC(Cc1ccc(Cl)cc1)C(=O)O (configuration not stated),1,1,-5,-8,23,-2,5,15
Cc1nn(CC(C)C)c(Cl)c1C(=O)O,-20,.,.,4,-7,-11,.,3
CC(C)c1ccc(NC(=O)CCNC(=O)N2C[C@H]3C[C@@H](C2)c2cccc(=O)n2C3)cc1,-1,5,-2,1,-1,14,-2,.
CC(=O)OC1(C)CC(C)C(=O)C(C(O)CC2CC(=O)NC(=O)C2)C1 (configuration not stated),-3,83*,98*,.,93*,.,-3,.
COc1ccc(CC2NCC(O)C2OC(C)=O)cc1 (configuration not stated),-1,114*,78,1,92*,.,-2,.
COc1ccc(C(c2nnnn2-c2ccc(OC)cc2)N2CCC3(CC2)C(=O)NCN3c2ccccc2)cc1 (configuration not stated),.,2,-19,-50,-5,9,4,11
COc1cc(/C=C/c2nc3ccccc3c(=O)n2-c2cccc(O)c2)ccc1O,-10,.,-7,13,-18,5,0,45
FC(F)(F)c1cccc(NC2=NCCCS2)c1,-6,-11,-3,4,-19,-9,4,-19
CNC(=O)Oc1ccccc1OC(C)C,-4,-7,0,.,4,0,-3,3
Cc1cc(/C=C2/C(=O)NC(=O)N(Cc3ccco3)C2=O)c(C)n1-c1ccc(C(=O)O)cc1,-4,.,.,.,1,20,.,8
CN(C)C1(CNC(=O)c2ccc(NS(=O)(=O)c3ccc(Cl)c(Cl)c3)cc2)CCCCC1,1,-20,0,-18,3,-7,5,-10
CSc1ncc(/C=C2/C(=O)NC(=O)N(c3ccc(C)cc3)C2=O)cn1,-3,.,.,-5,13,-2,.,5
CCCCCCC(=O)N/N=C/c1c(O)n(C2CC2)c(=S)[nH]c1=O,30*,.,.,-10,.,2,.,8
Cc1cc(C)[n+](C2C3CC4CC(C3)CC2C4)o1 (configuration not stated),-3,.,.,5,.,13,.,26
O=C(CN1C(=O)CN=C(c2ccccc2Cl)c2cc(Cl)ccc21)NCc1ccco1,27,9,1,.,-29,.,-3,.
Cc1cc(C)c(S(=O)(=O)N2Cc3ccccc3-n3nncc3C2)c(C)c1,.,-19,-1,-37,7,1,-3,10
Cc1onc(-c2ccccc2)c1C(=O)N1CCC2(CC1)OCCO2,-15,-5,1,10,10,.,-4,.
CN1CCN(Cc2cc(=O)n3ccsc3n2)CC1,-6,-6,-3,4,4,2,16,14
Oc1ccc(C2=CCNCC2)cc1O,2,4,0,-22,.,-6,1,12
C[C@]12CCC3C(CC[C@H]4C[C@@H](O)CC[C@]34C)C1C[C@@H](O)[C@@H]2O (some centres not stated),-7,-2,-1,21,51,13,3,-14
O=C1N(CN2CCOCC2)c2ccccc2C1(O)c1c[nH]c2ccccc12 (configuration not stated),1,3,0,.,-1,.,2,.
C[C@@H]1CN([C@H](C)CO)C(=O)CCCn2nncc2CO[C@@H]1CN(C)C(=O)Oc1ccccc1,-4&-8,8&3&-4,1&3&-7,22&10,1&5&0,-12&2,-2&2&-1,-15&-10
NNC(=O)CN1C(=O)CN=C(c2ccccc2)c2cc(Br)ccc21,0,.,.,13,5,-7,.,4
C=CCn1c(O)c(C(C)=NCc2ccco2)c(=O)[nH]c1=O,-15,6,0,.,11,.,2,-23
c1ccc2c(c1)CNCc1cnnn1-2,-2,-6,1,-5,-2,10,0,4
CC(C)(C)P(=O)(NCc1ccccc1)c1ccccc1 (configuration not stated),.,1,0,1,-3,16,-7,0
CC(C)OC(=O)C1C(=O)NC2(C)CC1c1ccccc1O2 (configuration not stated),-10,2,-13,.,-11,.,0,-10
Cc1ccc(N=C(/N=C(\N)N[N+](=O)[O-])Nc2ccc(C)cc2)cc1,-9,4,3,1,-5,-3,6,1
CN1CC[C@@]2(C)c3cc(O)ccc3N(C)[C@@H]12,47*!,10&-10,2&0,.,23&11,-14,-1&4,22&-6
CCCC/C(C)=C/[C@@H](NP(=O)(c1ccccc1)c1ccccc1)c1ccccc1,-8,-138,-1,34,-10,22,-3,-7
CS(=O)(=O)N1Cc2ccccc2-n2nncc2C1,-2,-1,0,8,4,2,7,-2
CC(=O)Nc1ccc(S(=O)(=O)N2Cc3cnnn3-c3ccccc3C2C#N)cc1 (configuration not stated),1,-23,0,12,3,4,1,-8
COC(=O)C1=C(c2ccc(OC)c(OC)c2)C[C@@H]2CC[C@H]1N2C(=O)NCC1CC1,2,-3,-1,-2,-6,10,0,1
N#CCCn1cc(C(=O)Nc2ccccc2Cl)c(-c2ccc([N+](=O)[O-])cc2)n1,-4,.,-1,4,.,8,-3,9
Cc1cc(C)c(C2=NOC(O)(C(F)(F)F)C2)c(=O)[nH]1 (configuration not stated),-2,3,1,.,-7,.,2,.
c1coc(CNCCc2c[nH]c3ccccc23)c1,3,-3,13,13,2,-1,2,4
O=C(Nc1ccc(Cl)c(Cl)c1)c1ccco1,-2,2,-8,-9,-5,-54,3,-74
ClCCOCCCl,.,6,-1,7,2,4,4,.
COc1ccc(Cc2nccc3cc(OC)c(OC)cc23)cc1OC,5,-14,-1,29,.,-15,-7,20
CCC(=O)N1N=C2C3CCN(CC3)C2C1c1ccc(C)cc1 (configuration not stated),-5,-5,-1,14,.,-8,8,-9
COc1cc2nc(CN3CC=C(c4ccccc4)CC3)[nH]c(=O)c2cc1OC,-2,-82,0,24,-3,-2,-5,34
COC(=O)NC(=C(Cl)Cl)P(=O)(c1ccccc1)c1ccccc1,-1,.,.,1,.,11,.,12
CCNC(=S)N1CCn2cccc2C1c1cccnc1 (configuration not stated),4,.,.,3,8,-17,.,20
O=C(c1ccc2c(c1)ncn2C1CCCCCC1)N1CCC2(CC1)OCCO2,2,-13,0,.,8,.,5,.
COC(=O)C1=C(c2c(C)noc2C)C[C@@H]2CC[C@H]1N2C(=O)NCCOc1ccc(OC)cc1,-7,-5,1,-15,7,-11,2,9
CC(=NCc1ccc2c(c1)OCO2)c1c(O)n(-c2ccccc2)c(=O)[nH]c1=O,-7,.,.,4,.,3,.,-8
CCOC(=O)C1=C(N)Oc2cc(C)oc(=O)c2C12C(=O)N1c3c(cccc32)C(C)=CC1(C)C (configuration not stated),3,42,-1,-25,-2,.,-1,.
COc1cccc(-c2nc3ccc(N4CCN(C)CC4)cc3[nH]2)c1,-2,1,-13,24,7,89*,-1,14
Cc1nn(Cc2ccc(Cl)cc2Cl)c(Cl)c1C(=O)Nc1ccc(OC(F)F)cc1,0,1,-1,71*,3,6,4,31
CCCCn1c(=O)c(C(=O)Nc2ccccc2)c(O)c2ccccc21,-1,.,.,11,.,0,.,20
C=CCn1c(O)c(/C=C/C=Nc2ccccc2)c(=O)[nH]c1=O,-5,.,.,-8,.,23,.,-2
CC/C(=N\Nc1cccc2ccccc12)c1c(O)[nH]c(=O)[nH]c1=O,-11,.,.,-7,.,5,.,12
O=C(c1ccccc1[N+](=O)[O-])N1CCC2(CC1)OCCO2,24,-1,1,12,6,15,-3,2
CCOc1cc(C2C(C#N)=C(N)Oc3c2c(=O)oc2ccccc32)ccc1OC(=O)c1cccs1 (configuration not stated),-6,.,.,-4,.,7,.,22

# Continuation:
SMILES,ARNT-TACC3 inh,Statin myotox sup,Cneo AK release,GSIS activator,PGC1a acetyl inh,LGR2 inh,PglD DTNB,PAX8 inh HTS
OC(Cn1c2ccccc2c2ccccc21)C[n+]1ccccc1 (configuration not stated),-2,-51,0,.,.,.,4,11
CCN1CCN(Cc2ccc(C)cc2)CC1,0,10,.,-8,-8,2,2,13
C[C@]12CCC3C(CC[C@H]4C[C@@H](O)CC[C@]34C)C1C/C(=N/O)[C@@H]2O (some centres not stated),1,-2,-2,.,-1,8,1,-4
Cc1ccn2nc(S(=O)(=O)Nc3c(F)cccc3F)nc2n1,-3,-5,-1,23,-1,4,1,-3
COc1ccc(NP2(=O)NCCCN2)cc1,0,4,1,3,-5,-5,-2,-3
COP(=O)(Cc1ccc(C#N)o1)OC,-7,4,.,.,0,17,.,4
OC(c1ccncc1)(c1ccc(F)cc1)c1ccc(F)cc1,7,.,-15,.,-5,.,-1,5
COc1cccc(N2C(=O)NC(=O)/C(=C\c3cn(C)c4ccccc34)C2=O)c1,-25,-1,4,-4,2,27,1,-7
COc1ccc2[nH]cc(CCN(C)C)c2c1,-1,3,-2,14,11,22,5,-12
O=C1NC(=S)N(c2ccc(F)cc2)C(=O)/C1=C\c1ccoc1,11,-2,3,.,1,.,-5,.
N#CC1c2ccccc2-n2nncc2CN1S(=O)(=O)c1ccc(Cl)cc1 (configuration not stated),13,-21,4,8,3,-3,-1,-14
